Bioassay records as filed in PubChem BioAssay.
TRHR ag = TRH receptor (human) agonism. P34981. TRHR cells, calcium flux fluo-8, FDSS agonist mode. activation, % at 2 µM. 360,000 tested, 0.18% active. AID 493084; in the data active = activation above about 30%; note: 0% is about no effect
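Agonist-mode FDSS calcium read (Ex 480/Em 530, 1 s cycles) in 1536-well TRHR cells with fluo-8 dye, after 10-cycle baseline and 23 nL compound addition; TRH at EC20 (10 nM final) added afterwards for the enhancer phase.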
TrxR1 inh = rat TrxR1 inhibition; AID 588453; recombinant rTrxR1, NADPH fluorescence consumption, selenite substrate; Potency, µM (titrated, usually from 114 µM), inactives show top-dose activity change, negative = inhibition, hits mostly inhibitors; O89049; 390,000 tested, 1% active; note: potency is the fitted concentration of half-maximal effect; % is set by controls: 0 for no effect and ±100 for the full control effect; nearly all actives have a fitted effect of over 65% in size
Target sequence (O89049 whole entry, looked up): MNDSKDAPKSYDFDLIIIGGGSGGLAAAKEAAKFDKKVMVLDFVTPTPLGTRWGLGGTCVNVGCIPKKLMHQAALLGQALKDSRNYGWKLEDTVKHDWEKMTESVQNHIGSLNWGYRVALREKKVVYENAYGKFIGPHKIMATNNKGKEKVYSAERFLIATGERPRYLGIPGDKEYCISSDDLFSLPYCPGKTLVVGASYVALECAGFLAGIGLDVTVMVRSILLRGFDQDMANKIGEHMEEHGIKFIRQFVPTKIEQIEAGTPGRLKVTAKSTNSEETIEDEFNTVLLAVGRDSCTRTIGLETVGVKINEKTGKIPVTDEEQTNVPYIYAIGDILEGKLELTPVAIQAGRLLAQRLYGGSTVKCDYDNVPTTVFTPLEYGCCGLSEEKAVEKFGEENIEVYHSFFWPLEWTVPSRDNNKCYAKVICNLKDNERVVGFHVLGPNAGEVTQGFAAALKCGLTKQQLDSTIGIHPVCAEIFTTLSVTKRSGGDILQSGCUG
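Rat TrxR1 (90 nM in the dispensed reagent) was pre-reduced with 400 uM NADPH for 5 min at room temperature, then incubated with compound for 15 min. After 400 uM selenite was added, NADPH fluorescence (Ex 340/Em 450 nm) was followed for 8 min.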
mIDH1 inhibitor = human IDH1 R132H inhibition | O75874 | IDH1-R132H enzyme, NADPH consumption, diaphorase/resazurin fluorescence | Potency, µM (highest dose often 76.6 µM), for inactives: at the highest dose activity change, negative = inhibition, usual class: inhibitors | 390,000 tested, 0.093% active | AID 602179; note: potency is the fitted concentration of half-maximal effect; % is set by controls: 0 for no effect and ±100 for the full control effect; nearly all actives have a fitted effect of over 65% in size
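IDH1-R132H (0.5 ug/mL dispensed) in pH 7.5 Tris buffer was preincubated 30 min with compound, then given a substrate mix of 0.016 mM NADPH and 2 mM alpha-KG for 80 min at room temperature; remaining NADPH was read by diaphorase/resazurin fluorescence.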
USP1 inh = USP1/UAF1 (human) deubiquitinase inhibition | AID 743255 | 390,000 tested, 0.23% active | recombinant USP1/UAF1, Ub-Rhodamine cleavage fluorescence | O94782 | Potency, µM (highest dose often 57.1 µM), inactives show at the top dose activity change, negative = inhibition, actives largely listed as inhibitors; note: potency is the fitted concentration of half-maximal effect; % is set by controls: 0 for no effect and ±100 for the full control effect; nearly all actives have a fitted effect of over 60% in size; inactives centre near -12
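In this screen, compounds sit with the deubiquitinase complex (1nM) for 15 min at room temperature before Ub-Rho is added at 150nM final. Fluorescence rise is then followed for 6 reads every 60 seconds.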
PI4K2A inh = PI4K2A (human) kinase inhibition. Q9BTU6. purified PI4K2A, ADP-Glo luminescence, 1 h; hits give low values. activity change, negative = inhibition, % at 76.9 µM. 420,000 tested, 0.13% active. AID 1346378; in the data active = activity change below about -50%; inconclusive = mostly about -30% to -49%;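 note: -100% = wells without enzyme as full effect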
Target sequence (Q9BTU6 whole entry, looked up): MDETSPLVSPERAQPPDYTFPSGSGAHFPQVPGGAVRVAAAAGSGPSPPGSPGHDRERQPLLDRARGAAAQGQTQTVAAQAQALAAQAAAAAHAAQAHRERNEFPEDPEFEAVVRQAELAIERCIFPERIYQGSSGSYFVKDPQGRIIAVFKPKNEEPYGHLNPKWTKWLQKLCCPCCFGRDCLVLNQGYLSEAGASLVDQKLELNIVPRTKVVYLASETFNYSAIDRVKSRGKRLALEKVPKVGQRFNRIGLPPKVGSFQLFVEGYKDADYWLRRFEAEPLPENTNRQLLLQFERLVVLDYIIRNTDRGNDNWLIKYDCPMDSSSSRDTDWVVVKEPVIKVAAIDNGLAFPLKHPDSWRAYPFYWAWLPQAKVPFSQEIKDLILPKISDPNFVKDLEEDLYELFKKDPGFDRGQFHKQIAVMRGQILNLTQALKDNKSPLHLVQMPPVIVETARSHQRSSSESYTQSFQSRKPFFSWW
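ADP-Glo luminescence measured ADP generated by PI4K2A enzyme (4 ug/mL before mixing) with 1.2 mM PI substrate (pre-mix) and 300 microM ATP (pre-mix). Tris pH7.5 buffer with MgCl2, Triton X-100; 1 h reaction at ambient temperature.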
TrxR1 substrate = substrates of rat thioredoxin reductase 1. AID 588456. 390,000 tested, 0.01% active. Potency, µM (titrated, usually from 114 µM), for the others: top-dose activity change, negative = substrate turnover. O89049. purified TrxR1 substrate turnover, NADPH consumption readout; note: potency is the fitted concentration of half-maximal effect; % is set by controls: 0 for no effect and ±100 for the full control effect; nearly all actives have a fitted effect of over 50% in size
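Rat TrxR1, dispensed at 90 nM, was prereduced with 400 uM NADPH (final) for 5 min at ~22 deg C, then incubated with compound 15 min before 400 uM selenite. A first-read NADPH fluorescence drop versus no-compound background flagged substrates.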
D2 agonist = D2 dopamine receptor (human) agonism. P14416. HEK293 T-REx D2 cells, calcium flux agonist mode. activation, % at 2 µM. 340,000 tested, 0.53% active;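 active = activation over 3 SD above normal in the single-dose calcium agonist read, cut at about 30% in these data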; note: 0% is about no effect
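Calcium-flux readout, 1 cycle/sec over 180 s following compound pin transfer, in inducible HEK293 Trex D2 cells (force-coupled); dopamine controls included. Positive calcium responses during this window marked compounds as potential agonists.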
D2 antagonist = antagonizes the human D2 dopamine receptor. AID 485344. HEK293 TREx D2 cells, calcium flux, dopamine EC80. inhibition, % at 10 µM. 340,000 tested, 2% active; in the data active = inhibition above about 30%; note: 0% is about no effect
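Read-out: kinetic calcium fluorescence (1 cycle/s) in inducible HEK293 T-REx D2 cells after an EC80 dopamine addition that followed 180 s compound preincubation. Loss of the dopamine response indicates antagonism.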
TRHR PAM = allosterically enhances the human TRH receptor. P34981. TRHR cells, fluo-8 calcium fluorescence, EC20 TRH enhancement. enhancement, % at 2 µM. 360,000 tested, 0.66% active. AID 493056; in the data active = enhancement above about 30%; note: 0% is about no effect
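Enhancer read-out: after compound pinning and an initial kinetic agonist-mode read, an EC20 of TRH (10 nM final) was injected and fluo-8 calcium signal (Ex 480/Em 530) followed at 1 s/cycle for 100 cycles in TRHR-expressing cells.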
Starred values were filed as active, the others as inactive; ? = inconclusive; / = no result given; & = joins results of further samples; [ ] = another dose, or the depositor's remark. Unless noted, calls come from the whole dose curve; as a rule, active = well fitted inhibition curve with a large enough effect; inconclusive = small, poorly fitted or top-dose-only effect; inactive = no such curve, though single readings can be large or run the other way.

SMILES	TRHR ag	TrxR1 inh	mIDH1 inhibitor	USP1 inh	PI4K2A inh	TrxR1 substrate	D2 agonist	D2 antagonist	TRHR PAM
CC(C)(C)S(=O)(=O)N1Cc2cc(=O)n(Cc3ccccc3)c(CCO)c2[C@@H]1CCO	/	?	-7%	-3%	-7	15%	/	/	/
C=CCOc1ccc(C2C3=C(CCCC3=O)N(CC(=O)O)C3=C2C(=O)CCC3)cc1OCC	0.6	-14%	14%	-9%	-6	-5%	-0.6	-5	0
COc1ccc(-n2nc(C(=O)NCC3CCCO3)c3ccccc3c2=O)cc1 (stereo unspecified)	-0.4	10%	-13%	-6%	6	-3%	-0.1	14	0
Cc1cccc(N2CCN(CC(O)COc3ccccc3Cl)CC2)c1 (stereo unspecified)	0.4	10%[2.29 µM]	7%	-3%	-3	4%[2.29 µM]	8.8	71*	2
CC(C)(C)Cc1nnc(NS(=O)(=O)c2ccc([N+](=O)[O-])cc2)s1	0.0	2%[57.1 µM]	5%	-3%	-2	5%[57.1 µM]	0.0	-7	-2
COc1ccc(OC)c(CNc2ccc3c(c2)nc(C)n3C)c1	0.0	15%[57.1 µM]	-11%	-14%	-1	7%[57.1 µM]	3.6	-9	-1
O=C(Nc1ccc(Cl)cn1)c1cccc(OCc2ccccc2)c1	0.4	12%	0%	-9%	6	0%	-1.4	-10	-5
O=S(=O)(Nc1nc2ccccc2nc1NCc1ccco1)c1ccc(Cl)cc1	-1.3	-29%	7%	-14%	1	-1%	-1.2	10	5
COc1ccccc1NC(=O)C1=C(C)Nc2nnnn2C1c1ccccn1 (stereo unspecified)	-0.1	-13%	0%	-1%	2	-10%	-0.7	3	3
CC(=O)N1N=C(c2ccncc2)OC12CCCC2	0.7	12%	1%	-11%	-14	79%[activator]	0.6	-1	-1
O=C(N/N=C/c1ccc2c(c1)OCO2)c1cccnc1	-1.7	14%	3%	-6%	4	-5%	/	/	-8
O=S(=O)(c1ccc(Cl)cc1)N1CCN(c2ccccn2)CC1	-0.1	2%[57.1 µM]	13%	-13%	0	6%[57.1 µM]	20	1	-5
COc1cc(C(c2c(O)nc(SC)[nH]c2=O)c2c(O)nc(SC)[nH]c2=O)cc(OC)c1OC	0.7	?	-6%	-19%	-3	6%	0.1	-3	26
Cc1ccc(S(=O)(=O)N2CCN(C(=O)c3cccs3)CC2)c(C)c1	-0.8	-3%[57.1 µM]	-7%	-13%	3	-3%[57.1 µM]	-0.2	-2	2
COCCN(C(=O)COC(=O)/C=C/c1cccs1)c1c(N)n(Cc2ccccc2)c(=O)[nH]c1=O	0.2	-5%	-4%	-5%	-19	-7%	-0.1	-4	-4
O=C(CN1CCN(c2ccccn2)CC1)Nc1ccc2ccccc2c1	-0.3	9%[57.1 µM]	1%	-3%	0	10%[57.1 µM]	28	22	1
Cc1ccc(S(=O)(=O)c2cc3ccccc3oc2=O)cc1	-2.0	-1%[57.1 µM]	-3%	-26%	3	12%[57.1 µM]	-1.3	13	-9
Cc1ccc(-c2c(C(=O)N(C)Cc3ccccc3)oc(=O)c3ccccc23)cc1	1.7&-0.9	9%&-4%	15%&4%	-26%&-13%	-1&-3	-5%&-5%	0.7&-1.6	0	-8&6
C=CCn1c(SCC(=O)NC2(C#N)CCCCC2)nnc1-c1ccncc1	1.3	3%[57.1 µM]	-4%	-19%	4	2%[57.1 µM]	0.1	-9	-4
O=C(CSCc1ccccc1)N1CCN(S(=O)(=O)c2ccc(F)cc2)CC1	-0.1	30%	-2%	-17%	0	1%	0.9	20	-9
CC(C)(C)C(=O)NC1(C(F)(F)F)C(=O)Nc2c1c(=O)[nH]c(=O)n2Cc1ccco1 (stereo unspecified)	-0.1	-3%	5%	5%	4	1%	0.7	-4	1
Clc1cccc(Nc2c3c(nc4ncnn24)CCC3)c1	-1.8	2%	7%	-8%	-4	7%[57.1 µM]	-1.3	10	1
COC(=O)c1nc(-c2ccccc2)n[nH]1	0.0	2%	-6%	-23%	1	2%	1.3	2	2
CCc1nnc(SCc2cn3c(C)cc(C)nc3n2)n1N	0.7	5%	1%	-12%	-1	104%[activator]	0.0	11	-2
COc1ccc(CCN(C(=O)c2ccccc2)C2=CC3CCC(C2)N3C)cc1OC (stereo unspecified)	-0.1	/	/	/	/	/	0.1	25	9
New compounds follow.
SMILES	TRHR ag	TrxR1 inh	mIDH1 inhibitor	USP1 inh	PI4K2A inh	TrxR1 substrate	D2 agonist	D2 antagonist	TRHR PAM
COc1ccc(OC)c(S(=O)(=O)N2CCCC(C(=O)N3CCOCC3)C2)c1 (stereo unspecified)	-2.2	7%	1%	-10%	-4	1%	-0.7	-3	9
COC(=O)c1cccc(Nc2c(-c3ccc(O)cc3)nc3nc[nH]n23)c1	0.0	-11%[57.1 µM]	0%	-24%	-3	-5%[57.1 µM]	/	/	-1
Cc1nn(-c2ccccc2)nc1C(=O)OCC(=O)N1CCC(C)CC1	0.2	29%	-5%	-21%	3	34%[activator]	0.1	19	-4
Cc1ccc(C(=O)N/C(=C\c2cn(C)c3ccccc23)C(=O)N2CCOCC2)cc1	0.0	-7%	4%	-7%	2	-7%	0.0	6	6
Cc1cccc(NS(=O)(=O)c2cccc(C(=O)N3CCCC(C(F)(F)F)C3)c2)c1 (stereo unspecified)	0.0	8%	2%	?	-2	3%	-0.1	1	1
O=C(c1cc(-c2ccccc2Cl)nc2ccccc12)N1CCOCC1	0.2	-7%	3%	-20%	0	-5%	0.5	-4	6
CCN(C(=O)c1ccc(=O)n(C)n1)c1c(N)n(Cc2ccccc2)c(=O)[nH]c1=O	/	11%	-3%	-19%	-3	0%	/	/	/
COc1ccc(N2CC(C(=O)N3CCN(c4ccccc4OC)CC3)CC2=O)cc1 (stereo unspecified)	-0.1	16%	-9%	-12%	2	4%	-0.6	-14	-1
CCCS(=O)(=O)N1CCCC(C(=O)NCC2CCCO2)C1 (stereo unspecified)	1.3	-6%	2%	-3%	1	-4%	-0.4	-1	5
Cc1ccc(S(=O)(=O)Nc2ccccc2C(=O)Nc2ccc(S(=O)(=O)Nc3nccc(C)n3)cc2)cc1	-1.3	-5%	-1%	-11%	-4	10%	-0.6	10	-8
COc1ccc(S(=O)(=O)Nc2ccccc2C(=O)N2CCOCC2)cc1Cl	-0.2	24%	0%	-22%	-7	5%	0.7	-15	15
COc1cccc(-c2cn3c(n2)sc2cc(C(=O)NC4CCCCCC4)ccc23)c1	-0.4	5%	-10%	11%	-3	-4%	-0.1	/	-2
O=C(/C=C/c1ccccc1[N+](=O)[O-])OCC(=O)N1CCCC1	0.5	-3%	2%	-18%	11	-7%	0.8	5	12
Cc1c(NC(=O)c2ccc(Cl)c(S(=O)(=O)N3CCOCC3)c2)c(=O)n(-c2ccccc2)n1C	0.1	20%	0%	-9%	5	11%	-0.1	27	17
Cc1c(Cl)cccc1NC(=O)N1CCCN(c2nc(-c3ccccc3)ns2)CC1	0.1	7%	0%	-11%	-1	1%	0.7	5	-4
Clc1c(-c2ccccc2)nc2ccccn12	-0.5	3%	-3%	-20%	-10	9%	-0.2	-16	1
O=C(NCCc1c[nH]c2ccccc12)/C(=C/c1ccco1)NC(=O)c1ccco1	-0.1	-2%[57.1 µM]	-3%	8%	-2	1%[57.1 µM]	0.0	-5	-4
Cc1cc(C)cc(Nc2cc(C)nc3nc(-c4ccco4)nn23)c1	-0.3	4%[57.1 µM]	3%	-2%	0	3%[57.1 µM]	-5.5	/	0
O=C(CCS(=O)(=O)c1ccccc1)Nc1cccc(-c2nc3ccccc3s2)c1	0.8	25%	0%	-16%	-5	0%	0.4	9	-6
COc1ccc(NC(=O)CN2CCN(c3ccccn3)CC2)cc1Cl	-0.6	15%	-5%	-11%	5	-2%	66*	-12	-7
Cc1ccc(NC(=O)c2ccc(OC(=O)C(C)Oc3ccc(Cl)cc3C)cc2)cc1 (stereo unspecified)	-2.7	22%	1%	-2%	6	0%	-1.1	-20	18

Of the compounds above, 7 have an NH in an aromatic ring.
SMILES	TRHR ag	TrxR1 inh	mIDH1 inhibitor	USP1 inh	PI4K2A inh	TrxR1 substrate	D2 agonist	D2 antagonist	TRHR PAM
COc1cc(C(c2c(O)nc(SC)[nH]c2=O)c2c(O)nc(SC)[nH]c2=O)cc(OC)c1OC	0.7	?	-6%	-19%	-3	6%	0.1	-3	26
COCCN(C(=O)COC(=O)/C=C/c1cccs1)c1c(N)n(Cc2ccccc2)c(=O)[nH]c1=O	0.2	-5%	-4%	-5%	-19	-7%	-0.1	-4	-4
CC(C)(C)C(=O)NC1(C(F)(F)F)C(=O)Nc2c1c(=O)[nH]c(=O)n2Cc1ccco1 (stereo unspecified)	-0.1	-3%	5%	5%	4	1%	0.7	-4	1
COC(=O)c1nc(-c2ccccc2)n[nH]1	0.0	2%	-6%	-23%	1	2%	1.3	2	2
COC(=O)c1cccc(Nc2c(-c3ccc(O)cc3)nc3nc[nH]n23)c1	0.0	-11%[57.1 µM]	0%	-24%	-3	-5%[57.1 µM]	/	/	-1
CCN(C(=O)c1ccc(=O)n(C)n1)c1c(N)n(Cc2ccccc2)c(=O)[nH]c1=O	/	11%	-3%	-19%	-3	0%	/	/	/
O=C(NCCc1c[nH]c2ccccc12)/C(=C/c1ccco1)NC(=O)c1ccco1	-0.1	-2%[57.1 µM]	-3%	8%	-2	1%[57.1 µM]	0.0	-5	-4
